# EBNA-1 inh: EBNA-1 DNA-binding inhibitors, primary screen, biochemical, fluorescence polarization | inhibition, % at 14.8 µM | actives 0.34% (n = 300,000) | AID 1950, 2009; in the data active = inhibition above about 28%
# LYPLA1 inh: LYPLA1 inhibitors, primary screen, counter-screen for PME1 inhibitor project, biochemical, fluorescence polarization, FP-Rh probe ABPP | Acyl-protein thioesterase 1 (Homo sapiens), O75608 | recombinant LYPLA1 | inhibition, % at 5.9 µM | actives 0.16% (n = 320,000) | AID 2174, 2009;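 active = inhibition above the mean of all tested compounds plus 3 SD, set per campaign, cut at about 14% in these data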;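 note: inhibitors block serine hydrolase probe labeling of LYPLA1 so polarization falls; 0% = enzyme with DMSO and 100% = wells lacking LYPLA1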
# Target sequence (O75608 whole entry, looked up): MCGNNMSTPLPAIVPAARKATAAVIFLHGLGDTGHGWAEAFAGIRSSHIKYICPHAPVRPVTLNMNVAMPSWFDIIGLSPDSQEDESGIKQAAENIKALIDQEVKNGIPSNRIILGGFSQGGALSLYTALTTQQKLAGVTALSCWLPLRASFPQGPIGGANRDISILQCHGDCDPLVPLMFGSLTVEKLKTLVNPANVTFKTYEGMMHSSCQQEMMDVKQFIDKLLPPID
# PAD4 inh: human PAD4 inhibitors, primary screen, biochemical, fluorescence polarization, 1536-well format. Protein-arginine deiminase type-4 (Homo sapiens), Q9UM07. recombinant PAD4, RCA probe fluorescence polarization. inhibition, % at 6.36 µM. actives 0.41% (n = 330,000). AID 485272, 2010;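 active = percent inhibition above a cutoff equal to the mean of all tested compounds plus 3 SD, cut at about 15% in these data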;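 note: 0% = PAD4 with RCA probe and DMSO and 100% = probe without PAD4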
# ZTA DNA inh: ZTA (EBV) inhibition in EBNA-1 counter-screen. ZTA-DNA binding, fluorescence polarization. inhibition, % at 11 µM. actives 0.15% (n = 320,000). AID 2234; in the data active = inhibition above about 33%
# LYPLA2 inh: LYPLA2 inhibitors, primary screen, counter-screen for PME1 inhibitor project, biochemical, fluorescence polarization, FP-Rh probe ABPP | Acyl-protein thioesterase 2 (Homo sapiens), O95372 | recombinant LYPLA2 | inhibition, % at 5.9 µM | actives 0.38% (n = 320,000) | AID 2177, 2009;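 active = inhibition above the screen-wide mean plus 3 SD, limit set per campaign, cut at about 26% in these data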;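 note: 0% = LYPLA2 with DMSO and 100% = wells lacking LYPLA2 enzyme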
# PREPL inhibitor: PREPL enzyme inhibitors, primary screen, biochemical, fluorescence polarization; Prolyl endopeptidase-like (Homo sapiens), Q4J6C6; recombinant PREPL, fluorescence polarization activity-based probe; inhibition, % at 5.96 µM; actives 0.68% (n = 320,000); AID 2751, 2010; in the data active = inhibition above about 43%;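 note: 0% = enzyme with DMSO and 100% = wells lacking enzyme; many of its hits are not listed in these tables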
# Target sequence (Q4J6C6 whole entry, looked up): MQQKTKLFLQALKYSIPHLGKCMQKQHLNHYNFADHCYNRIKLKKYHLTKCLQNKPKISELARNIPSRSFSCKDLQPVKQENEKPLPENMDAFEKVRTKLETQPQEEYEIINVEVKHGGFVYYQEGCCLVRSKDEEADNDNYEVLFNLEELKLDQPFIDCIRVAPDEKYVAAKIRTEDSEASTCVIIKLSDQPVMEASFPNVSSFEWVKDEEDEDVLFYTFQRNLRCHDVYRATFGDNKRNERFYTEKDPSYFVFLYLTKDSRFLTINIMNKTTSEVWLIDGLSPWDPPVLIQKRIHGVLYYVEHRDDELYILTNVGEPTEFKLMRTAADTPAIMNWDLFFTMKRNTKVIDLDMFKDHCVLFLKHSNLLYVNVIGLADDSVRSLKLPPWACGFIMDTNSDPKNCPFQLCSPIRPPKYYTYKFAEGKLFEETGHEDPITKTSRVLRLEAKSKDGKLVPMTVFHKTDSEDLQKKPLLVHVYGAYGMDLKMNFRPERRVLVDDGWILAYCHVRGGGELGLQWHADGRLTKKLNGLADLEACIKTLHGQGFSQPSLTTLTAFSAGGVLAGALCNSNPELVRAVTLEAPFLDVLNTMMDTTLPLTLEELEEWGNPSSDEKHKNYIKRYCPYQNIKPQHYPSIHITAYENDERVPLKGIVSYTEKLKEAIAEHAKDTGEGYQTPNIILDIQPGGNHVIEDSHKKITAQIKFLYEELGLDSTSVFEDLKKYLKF
# GSTO1 counter: inhibitors of recombinant GSTO1, primary screen, counter-screen for RBBP9 inhibitor project, biochemical, fluorescence polarization. activity-based probe fluorescence polarization. inhibition, % at 5.96 µM. actives 1.1% (n = 300,000);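 active = inhibition above the campaign mean inhibition plus 3 SD, cut at about 35% in these data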;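 note: 0% = GSTO1-1 with DMSO and 100% = wells lacking GSTO1-1 enzyme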
# PAFAH2 inh: PAFAH2 enzyme inhibitors, primary screen, biochemical, fluorescence polarization, human; AID 492956, 2010; actives 0.99% (n = 340,000); inhibition, % at 3.39 µM; recombinant PAFAH2, FP-rhodamine activity probe;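 active = inhibition above the mean over all tested compounds plus 3 SD, cut at about 30% in these data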;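 note: inhibitors block probe labeling of enzyme so polarization drops; 0% = enzyme with DMSO and 100% = wells lacking PAFAH2 protein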
# PAFAH1B3 inh: PAFAH1B3 enzyme inhibitors, primary screen, biochemical, fluorescence polarization, human; inhibition, % at 3.39 µM; actives 0.28% (n = 340,000); Platelet-activating factor acetylhydrolase IB subunit alpha1 (Homo sapiens), Q15102; AID 492972, 2010; recombinant PAFAH1B3, FP-rhodamine probe;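 active = inhibition above the screen-wide average of all tested compounds plus 3 SD, cut at about 25% in these data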;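 note: 0% = enzyme with DMSO only and 100% = wells lacking PAFAH1B3 protein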
# The depositor's hits bear a star; / = no result given.
SMILES,EBNA-1 inh,LYPLA1 inh,PAD4 inh,ZTA DNA inh,LYPLA2 inh,PREPL inhibitor,GSTO1 counter,PAFAH2 inh,PAFAH1B3 inh
NC(N)=NCCC[C@H](NC(=O)OCc1ccccc1)C(=O)O,-8.3,-6.8,5.8,-15.4,-7.3,7.4,-1.4,0.4,-1.0
CC(=O)c1ccc(N2CCN(S(=O)(=O)c3ccccc3)CC2)c(F)c1,-3.3,-0.5,-7.3,0.8,-2.9,-33.5,5.0,3.1,-7.0
COc1ccc(-c2n[nH]c3c2CN(C(=O)c2ccc(OC)c(OC)c2)CC3)cc1,-11.5,-0.7,-2.0,-3.1,2.8,5.0,-14.0,-0.1,-1.2
O=C(Nc1cccs1)Nc1c(F)c(F)c(F)c(F)c1F,-11.9,4.3,-1.5,-6.8,29.3*,11.5,5.9,-5.2,11.8
COCCCn1c(SCC(=O)Nc2oc(C)c3c(C)n[nH]c(=O)c23)nc2ccccc2c1=O,8.2,-0.3,-5.9,16.1,-2.5,-4.2,9.3,2.3,6.3
CCOc1ccccc1N1CCN(Cc2c(C)n(C)n(-c3ccccc3)c2=O)CC1,-2.2,2.5,-1.8,4.0,2.5,-2.7,4.6,0.4,7.3
Cc1ccc(C(=O)N/C(=C\c2ccc(-c3cccc([N+](=O)[O-])c3)o2)C(=O)NCCCN2CCOCC2)cc1,-11.2,3.6,2.9,1.5,5.4,3.4,-3.2,11.4,5.0
CC(C)OC(=O)c1ccc(Cn2nnc3ccccc3c2=O)cc1,0.8,-2.9,4.8,4.9,1.8,-9.4,-3.2,6.2,2.1
COc1ccc(S(=O)(=O)NCCc2cn3nc(C)c(C)nc3n2)cc1C,8.0,-0.1,3.3,-1.4,3.7,-2.3,-2.0,3.1,3.0
CC1(c2cccc(Br)c2)NC(=O)N(CC(=O)Nc2ccc(S(N)(=O)=O)cc2)C1=O (configuration not stated),-1.9,-14.1,-5.6,2.0,-3.0,-14.5,-5.5,15.5,-7.4
CCOC(=O)[C@@H]1[C@H]2COc3cc(OC)ccc3[C@H]2N2C(=O)N(c3ccc(C)cc3)C(=O)[C@]12C,/,/,-1.0,/,/,-86.4,/,9.0,1.1
O=C(CCNC(=O)c1ccccc1Cl)NCc1ccco1,/,-3.3,-1.5,0.4,-1.6,6.3,/,-3.5,10.2
CCOC(=O)CCSc1cc(C)c2ccccc2n1,-12.8,0.2,-4.7,-11.5,3.1,6.4,1.6,5.4,0.4
C#CCOc1ccc(C2C3=C(CCCC3=O)N(CC(=O)O)C3=C2C(=O)CCC3)cc1Br,-15.9,-0.7,-3.4,-0.7,4.7,13.8,12.4,13.3,3.4
CCOC(=O)c1oc2ccc(Br)cc2c1NC(=O)CN1CCN(C)CC1,-4.2,-0.8,-1.9,-10.8,-5.4,-13.4,-1.1,1.8,2.2
Clc1ccc(-c2ccccc2)nn1,-0.1,1.1,-0.6,5.8,0.3,4.3,-1.3,/,/
CN(CC(=O)N1CCc2ccccc2C1)S(=O)(=O)c1ccc2c(c1)c(=O)n(C)c(=O)n2C,-1.6,4.8,-1.0,-0.2,4.3,-7.5,3.1,6.8,0.9
CSc1nc(N2CCOCC2)c2c(c1C#N)CCCCC2,-5.1,-2.3,-0.3,8.0,-1.1,2.7,-1.8,-20.0,5.0
CCCCn1c(N)c(N(CCC(C)C)C(=O)c2ccc3c(c2)OCO3)c(=O)[nH]c1=O,-0.1,0.6,-1.4,0.9,0.9,1.0,0.1,-7.8,3.5
Cc1cc(C(=O)N/N=C/c2ccc(N3CCOCC3)cc2)c(C)o1,3.0,-2.9,-8.0,10.5,6.4,1.1,2.0,2.6,5.0
O=C(O)C1=CC[C@@H](c2ccc(Cl)cc2)N(S(=O)(=O)c2ccc(Cl)cc2)C1,-0.1,-3.6,3.7,-12.6,2.6,0.2,11.3,6.2,-1.9
COc1cc(NC(=O)COc2ccccc2Cl)ccc1NC(=O)c1cccs1,7.6,0.2,-1.0,4.8,7.7,6.0,-1.7,6.0,3.0
O=C(c1ccc(N2C(=O)C3CC=C(Cl)CC3C2=O)cc1)N1CCOCC1 (configuration not stated),-4.7,-1.2,0.3,-4.2,-3.5,4.6,4.2,-5.7,6.5
Cc1ccc(CSc2nnc(-c3ccncc3)n2C)cc1,3.1,-0.7,4.3,2.6,3.1,-5.0,-8.4,-0.6,2.2

# 3 compounds from above with just ZTA DNA inh and PREPL inhibitor.
Structure	ZTA DNA inh	PREPL inhibitor
CCOC(=O)c1oc2ccc(Br)cc2c1NC(=O)CN1CCN(C)CC1	-10.8	-13.4
CCOC(=O)CCSc1cc(C)c2ccccc2n1	-11.5	6.4
Cc1ccc(CSc2nnc(-c3ccncc3)n2C)cc1	2.6	-5.0

# Next entries
SMILES,EBNA-1 inh,LYPLA1 inh,PAD4 inh,ZTA DNA inh,LYPLA2 inh,PREPL inhibitor,GSTO1 counter,PAFAH2 inh,PAFAH1B3 inh
C=CCSc1nc2[nH]ncc2c(=O)[nH]1,-2.5,1.7,0.8,-13.2,3.6,-4.9,-0.3,3.6,7.9
O=C(CCSc1ccccc1)NCCSCc1ccccc1,3.5,-2.7,-1.0,12.5,2.3,-19.6,-4.1,-2.2,4.5
O=C(OCC#CCSc1nnc(-c2ccc([N+](=O)[O-])cc2)o1)c1cccs1,15.1,-0.5,-0.1,6.4,-2.6,-3.5,15.7,7.3,13.2
O=C(NCCN1CCOCC1)C1CCN(Cc2ccccc2O)CC1,-2.9,0.0,-0.5,16.3,0.7,-2.3,-3.4,-5.2,-0.8
Cn1c(=O)c2c(nc(OCc3ccccc3)n2C)n(C)c1=O,-9.3,1.6,-2.5,1.9,3.3,-0.9,14.6,3.3,0.7
CCSc1nc(=S)n(Cc2ccccc2)c(C)c1C(C)=O,6.1,2.5,-3.3,-10.8,9.0,-1.9,4.7,1.0,1.0
CCN(CC)CCCN1C(=O)CSC1c1ccc2c(c1)OCO2 (configuration not stated),-6.5,-0.9,-0.6,7.3,-2.7,15.4,5.9,-1.3,3.2
CC(=O)c1c(C(C)=O)c(C)n(Cc2ccccc2)c1C,0.0,2.5,-1.6,-10.3,2.4,4.7,-0.7,-6.9,-6.5
CCOc1ccc(NC(=O)CN2CCN(CC(=O)Nc3cc(OC)cc(OC)c3)CC2)cc1,-9.2,1.5,-5.8,0.8,-2.3,12.5,-5.2,-11.2,11.9
COc1ccc(-c2[nH]ncc2C2N=C(N)Nc3nc4ccccc4n32)cc1 (configuration not stated),1.2,4.3,-1.0,4.6,4.1,9.7,8.7,-0.3,0.1
O=C(CCS(=O)(=O)c1ccc(Cl)cc1)N1CCN(c2ccccc2F)CC1,-9.0,-2.6,-2.3,-2.3,-0.2,-10.9,2.3,28.1,1.9
Oc1ccccc1CNc1ccc2c(c1)OCCO2,5.4,1.4,-0.8,-6.2,7.4,12.7,7.4,1.3,1.0
COCCn1nnnc1C(c1ccccc1OC)N1CCc2ccccc2C1 (configuration not stated),11.9,-4.2,-2.3,5.8,-3.7,3.6,2.8,-8.9,0.3
COC(=O)[C@H]1C[C@@H]1[C@H](NC(=O)c1cccnc1)c1ccccc1,4.3,-1.1,-0.1,3.0,-7.7,1.0,4.0,2.8,1.6
CCN(CC)c1ccc(/C=N/Nc2ccc(C)cc2)c(O)c1,0.3,-2.0,-3.5,11.6,2.5,10.8,34.8,0.9,13.3
Fc1ccc(Oc2cnns2)cc1,10.5,1.0,1.6,1.9,3.7,6.5,1.1,-4.0,-3.0
COc1ccc2nc(SCC(=O)NCc3ccc(OC)c(OC)c3)[nH]c2c1,-3.1,2.9,-0.5,-3.8,5.8,-1.8,4.2,-12.7,-4.8
CN(C)CCCn1c(-c2ccccc2)nc(=S)c2c1CCCC2,2.1,-1.8,1.7,6.2,-2.4,11.5,-0.6,-4.7,14.1
CCOC(=O)c1c(O)c(Cl)c(C)[nH]c1=O,4.9,0.4,-0.6,1.9,-0.9,9.9,0.7,1.1,10.7
Cc1ccc(-n2c(SCC(=O)Nc3cccc(S(=O)(=O)NC4=NCCCCC4)c3)nc3ccccc3c2=O)cc1C,4.4,-14.5,-8.3,1.8,-27.9,-0.7,-26.7,-5.8,3.7
O=C(N1CCN(Cc2ccccc2)CC1)C12CC3CC(CC(C3)C1)C2,1.7,0.6,0.6,-1.9,2.1,-0.1,8.5,-1.8,2.3
Cc1ccc(S(=O)(=O)N2CCN(c3ccc(C(=O)N4CCOCC4)cc3[N+](=O)[O-])CC2)cc1,3.6,-2.5,-0.3,10.7,5.6,8.5,0.3,2.8,-0.5
O=C(Cc1c(Cl)cccc1Cl)OCC(=O)N1CCN(C(=O)c2ccco2)CC1,8.2,-4.0,-1.7,4.1,-3.5,7.9,2.2,-2.5,3.7
Cn1c(=O)c2c(nc(SCCN3CCOCC3)n2C)n(C)c1=O,-4.6,-0.1,-4.4,-17.8,-1.9,-8.1,1.6,1.6,18.0
CC(C)(O)C#Cc1ccc(CN2CCN(Cc3ccsc3)C(CCO)C2)cc1 (configuration not stated),-2.4,-0.6,-2.0,-7.5,-4.7,8.5,2.5,2.5,7.4
C/C(N)=C(/C#N)C(=O)COC(=O)c1ccccc1C(=O)c1ccc(C)cc1,-2.3,-2.5,-2.3,12.3,-5.0,-3.8,-3.0,-2.9,1.4
COc1ccccc1CNC(=O)[C@H](C)NC(=O)C1CCN(C(=O)[C@@H](N)CC(C)C)CC1,-2.6,-1.2,-0.3,-1.4,-4.9,12.2,-8.1,2.8,16.9
COCCCNC(=O)Cn1c(=O)oc2cc(S(=O)(=O)N3CC(C)CC(C)C3)ccc21 (configuration not stated),-2.4,5.6,-9.9,-4.9,4.1,0.1,0.1,-1.3,4.9
O=C(CSc1nnc(-c2ccco2)o1)Nc1c(F)cccc1F,/,1.5,0.5,-14.1,7.8,16.2,/,2.7,-1.2
CCn1c(-c2cccs2)nc2ccccc21,-7.1,-4.0,-2.1,6.1,-4.8,17.5,-8.6,2.1,11.6
COc1cccc([C@@H]2Oc3ccc(Br)cc3C(=O)[C@H]2OC(=O)NC2CCCC2)c1,1.7,-17.5,-1.2,-11.9,-32.5,-28.0,-1.6,/,/
CN(C1=NC(=O)C(CC(=O)Nc2ccc(Br)cc2)S1)c1ccc(O)cc1 (configuration not stated),-1.1,-4.3,-0.6,-9.1,16.6,11.6,11.1,0.5,-1.2
CCN(CC)C(=O)c1sc2c(c1C)c(=O)n(-c1ccc(C)c(C)c1)c(=O)n2CC(=O)NCC1CCCO1 (configuration not stated),-3.5,-0.6,-1.1,2.2,-1.0,-3.2,-1.4,6.3,8.5
O=C(NCCc1ccccc1)C1CCN(C(=O)Nc2ccccc2)CC1,3.9,1.7,1.3,5.0,3.5,-1.8,5.4,-1.5,2.5
CC(Oc1ccc2c3c(c(=O)oc2c1)CCCC3)C(=O)NCCCn1ccnc1 (configuration not stated),-8.6,-0.7,1.2,-3.5,7.0,13.2,0.9,6.1,5.4
CN1[C@@H]2CC[C@H]1CC(OC(=O)c1c[nH]c3ccccc13)C2 (some centres not stated),4.4,-1.5,-0.8,12.4,0.6,9.3,0.7,-3.1,-4.1

# Compound activity deposited in PubChem by The Scripps Research Institute Molecular Screening Center.

# Some of the compounds tested; count on the stated rates, not on these rows.
